FAS TE block – inhibitors of human fatty acid synthase thioesterase domain | P49327 | recombinant FAS-TE, OMFH fluorogenic substrate, fluorescence endpoint | inhibition, % at 15 µM | 0.67% of 360,000 active;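 active means compounds whose normalised, plate-corrected inhibition of enzyme fluorescence in the single-dose primary screen is 50% or more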;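 further: 0% = DMSO with enzyme and 100% = substrate without enzyme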
Rpn11 inh – blocks the human proteasome subunit Rpn11. O00487. human 26S proteasome, Ub4-pepOG fluorescence polarization; 20S core pre-blocked with epoxomicin. calls only at 20 µM. 0.59% of 360,000 active. AID 588493;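 active means inhibition at 20 µM, scaled to each plate's controls, above about 33%, limit read from the data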
MT1-MMP act inh – MT1-MMP (human) activation inhibition | P50281 | HT1080 RFP-PRO-GFP cells, GFP/RFP ratio fluorescence, overnight; percent of plate control window, DMSO zero | GFP/RFP ratio change, % at 20 µM | 0.061% of 360,000 active;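 active means GFP/RFP ratio change of at least 30% with cell ATP level not reduced by more than half and red fluorescence within 50% of control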; further: strong numbers were not always called active
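Assay system: HT1080 RFP-PRO-GFP cells | Dosing: 20 µM single dose, 1% DMSO | Incubation: Cells overnight before dosing, compound overnight, 37 °C, 5% CO2 | Evaluation: GFP/RFP fluorescence ratio | Control set: DMSO-only wells and HT1080 RFP-L50D-GFP cell wells as references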
NadD block – inhibitors of Staphylococcus aureus NadD; purified NadD enzyme, colorimetric absorbance read-out; inhibition, % at 20 µM; AID 602399; 0.78% of 360,000 active; in the data active means inhibition above about 26%; further: some compounds past the cut are filed as inactive
PABP1 MLLE inh – inhibitors of microRNA-mediated deadenylation, human PABP1 MLLE binding; P11940; GST-MLLE / FITC-PAM2 fluorescence polarization; inhibition, % at 20 µM; 0.36% of 360,000 active; AID 588489; in the data active means inhibition above about 35%, passing the limit was not always enough;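 further: plate controls were DMSO wells with GST-MLLE for no effect and wells lacking GST-MLLE protein for full effect; some results filed as inactive read as strong as hits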
Rin1-Abl PPI inh – blocks binding of human Rin1 to Abl; P00519+Q13671; TR-FRET Rin1/Abl binding, biochemical; inhibition, % at 7.35 µM; 0.4% of 360,000 active; in the data active means inhibition above about 5%, passing the limit was not always enough
SKN-1 inh – C. elegans SKN-1 inhibition. C. elegans VP596 Pgst-4::GFP/RFP ratio, acrylamide-induced, 24 h. inhibition, % at 21.8 µM. 0.49% of 360,000 active. AID 624304;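 active means interference check ratio from 0.5 to 1.5 plus GFP to RFP signal ratio inhibition reaching or exceeding a fixed threshold, cut at about 30% in these data, passing the limit was not always enough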; further: some compounds called inactive have numbers as strong as hits
CSN deneddyl inh – blocks human CSN-mediated cullin deneddylation; Q92905; Purified CSN, SCF-Nedd8-OG deneddylation, fluorescence polarization; inhibition, % at 12.5 µM; 0.38% of 360,000 active; AID 651999;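 active means pattern-corrected inhibition above about 35%, with an unprinted fluorescence ratio check between 0.5 and 1.5, limit read from the data, passing the limit was not always enough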;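 further: 0% = enzyme with substrate and 100% = substrate without enzyme; some results filed as inactive read as strong as hits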
Target sequence (Q92905 whole entry, looked up, one chain of several): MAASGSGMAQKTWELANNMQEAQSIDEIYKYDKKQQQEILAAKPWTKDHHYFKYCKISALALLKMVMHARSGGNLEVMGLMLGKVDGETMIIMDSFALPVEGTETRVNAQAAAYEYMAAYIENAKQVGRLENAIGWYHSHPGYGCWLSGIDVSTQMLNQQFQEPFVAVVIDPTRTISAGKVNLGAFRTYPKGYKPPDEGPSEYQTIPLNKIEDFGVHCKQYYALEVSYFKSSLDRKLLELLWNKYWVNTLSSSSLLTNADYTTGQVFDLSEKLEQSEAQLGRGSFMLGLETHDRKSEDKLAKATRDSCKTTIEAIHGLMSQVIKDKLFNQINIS
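Test system: purified human Csn5 enzyme expressed in HEK293T cells. Amount: 0.24 nM enzyme. Reagent: SCFSkp2-Nedd8OG substrate at 10 nM final. Schedule: 90 min incubation of compound, enzyme and substrate at room temperature. Detection: fluorescence polarization. Read-out: % inhibition of substrate cleavage by Csn5.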
Neddyl block – blocks human cullin neddylation. P61081+Q13564. TR-FRET cullin neddylation, biochemical. calls only at 25 µM. 0.58% of 360,000 active; in the data active means inhibition above about 36%
Target sequence (P61081 whole entry, looked up): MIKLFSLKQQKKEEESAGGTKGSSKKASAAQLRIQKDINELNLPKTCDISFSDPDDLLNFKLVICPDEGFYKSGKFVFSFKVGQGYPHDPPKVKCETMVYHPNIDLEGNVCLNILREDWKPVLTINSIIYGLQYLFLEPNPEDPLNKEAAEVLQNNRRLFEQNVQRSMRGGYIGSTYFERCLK
Target sequence (Q13564 whole entry, looked up): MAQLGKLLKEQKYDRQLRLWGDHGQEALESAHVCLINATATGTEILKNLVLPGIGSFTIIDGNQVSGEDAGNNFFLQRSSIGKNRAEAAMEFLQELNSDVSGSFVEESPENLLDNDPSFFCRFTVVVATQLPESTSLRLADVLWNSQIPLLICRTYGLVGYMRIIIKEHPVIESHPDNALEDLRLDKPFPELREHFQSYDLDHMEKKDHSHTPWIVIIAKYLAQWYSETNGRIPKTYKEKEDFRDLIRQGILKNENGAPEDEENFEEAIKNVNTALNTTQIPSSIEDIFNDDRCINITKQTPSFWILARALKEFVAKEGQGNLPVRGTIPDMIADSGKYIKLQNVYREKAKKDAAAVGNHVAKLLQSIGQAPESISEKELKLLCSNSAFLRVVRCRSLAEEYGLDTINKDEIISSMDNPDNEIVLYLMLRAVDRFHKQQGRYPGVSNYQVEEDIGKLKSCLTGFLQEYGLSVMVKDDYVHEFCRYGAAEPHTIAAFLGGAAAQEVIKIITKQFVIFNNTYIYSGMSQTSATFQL
Active calls of the source: *; i = inactive; nt = not tested or not shown; + = active, no number.

SMILES	FAS TE block	Rpn11 inh	MT1-MMP act inh	NadD block	PABP1 MLLE inh	Rin1-Abl PPI inh	SKN-1 inh	CSN deneddyl inh	Neddyl block
COc1ccc(C2=CC(=O)N(Nc3ccccc3)C2=O)cc1	2.8	i	0.2	-7.6	28.1	4.8	-6.8	-7.2	i
COc1cc(C#Cc2ccc3cc(C(C)(C)O)oc(=O)c3c2)cc(OC)c1	6.4	i	-7.0	-7.1	0.1	1.9	-1.1	-0.1	i
COC(=O)COc1ccc(NC(=O)C(c2ccccc2)c2ccccc2)cc1	10.2	i	0.4	0.3	-7.0	-1.0	9.6	-1.4	i
O=C(/C=C/c1ccc(F)cc1)NC(=S)Nc1ccccc1C(=O)NC1CCCCC1	1.0	i	-6.9	3.1	15.9	-2.8	-5.7	-1.4	i
O=C(c1ccc(CNS(=O)(=O)c2ccccc2)cc1)N1CCN(c2ccccn2)CC1	-2.6	i	-4.8	2.1	7.1	4.0	25.8	-0.9	i
Cc1cccc(C)c1N=Cc1c(O)n(-c2nccs2)c(=O)c2ccccc12	22.9	i	-5.8	6.4	2.9	-1.9	14.5	-7.1	i
CC(Sc1nc2ccccc2c(=O)n1Cc1ccco1)C(=O)c1ccccc1 (centres undefined)	26.4	i	-10.9	-1.8	9.6	1.9	6.7	2.4	i
Cc1ccc2[nH]c(C)c(CCNC(=O)c3cc4cc([N+](=O)[O-])ccc4oc3=O)c2c1	19.2	i	3.8	33.1*	4.5	0.1	-6.6	-9.2	i
CCN(CC)C(=O)CN(C#N)c1nc(Cl)nc(N(C)C)n1	-2.8	i	-0.6	1.4	-7.9	4.6	5.4	-3.6	i
C/C(=C\c1ccc(N)cc1)c1nc2ccccc2[nH]1	-0.9	i	5.5	-8.2	1.5	-1.9	-11.1	-5.7	i
C[C@@H]1NC(=O)c2cc([N+](=O)[O-])cc(F)c2NCCC[C@@H](C(N)=O)NC(=O)[C@H](CC(N)=O)NC1=O	-4.5	i	-1.1	-4.6	-2.3	-0.8	-0.6	1.4	i
CCn1c(C)nc2cc(C(=O)N/N=C(\C)c3ccccc3O)ccc21	-4.4	i	7.6	-2.9	14.2	-1.8	-8.9	-2.4	i
O=C(COc1ccccc1Cl)NNC(=O)c1ccc(-n2cncn2)c([N+](=O)[O-])c1	-3.1	i	1.3	0.8	10.4	-1.3	-0.8	-0.1	i
CCCC(=O)Nc1cc(C)c(NC(=O)C23CC4CC(CC(C4)C2)C3)cn1	-5.6	i	3.7	1.3	-14.6	2.2	-1.6	2.2	i
COc1cccc2cc(C(=O)N(Cc3cccs3)CC3CCCO3)c(=O)oc12 (centres undefined)	3.8	i	0.4	-1.5	-11.1	3.1	-5.6	-0.6	i
CCOC(=O)c1sc(Nc2ccc(C)cc2C)nc1C	9.6	+	-7.1	-1.7	5.0	0.7	-6.7	1.0	i
CN(C)S(=O)(=O)c1cccc(CNCC2COc3ccccc3O2)c1 (centres undefined)	7.0	i	1.7	0.2	-4.3	1.3	9.1	-0.8	i
COc1ccc(CCNC(=O)CSc2nc3scc(-c4ccccc4)c3c(=O)[nH]2)cc1	-1.5	i	-2.8	2.5	9.5	0.2	4.0	-1.8	i
O=C(Nc1ccccc1)C1Cc2c(-c3cccc(F)c3)ccnc2O1 (centres undefined)	16.4	i	1.9	3.0	3.0	-1.6	5.4	2.0	i
CN(C)CCN(C(=O)c1ccc(Br)s1)c1nc2cc3c(cc2s1)OCCO3	11.6	i	9.3	-11.1	9.0	-2.0	-9.1	3.4	i

4 of the compounds above, with two lines to a compound.
Results follow in this order: FAS TE block, Rpn11 inh, MT1-MMP act inh, NadD block, PABP1 MLLE inh, Rin1-Abl PPI inh, SKN-1 inh, CSN deneddyl inh, Neddyl block
- C[C@@H]1NC(=O)c2cc([N+](=O)[O-])cc(F)c2NCCC[C@@H](C(N)=O)NC(=O)[C@H](CC(N)=O)NC1=O
    -4.5, i, -1.1, -4.6, -2.3, -0.8, -0.6, 1.4, i
- COc1cc(C#Cc2ccc3cc(C(C)(C)O)oc(=O)c3c2)cc(OC)c1
    6.4, i, -7.0, -7.1, 0.1, 1.9, -1.1, -0.1, i
- COc1ccc(CCNC(=O)CSc2nc3scc(-c4ccccc4)c3c(=O)[nH]2)cc1
    -1.5, i, -2.8, 2.5, 9.5, 0.2, 4.0, -1.8, i
- Cc1ccc2[nH]c(C)c(CCNC(=O)c3cc4cc([N+](=O)[O-])ccc4oc3=O)c2c1
    19.2, i, 3.8, 33.1*, 4.5, 0.1, -6.6, -9.2, i

Additional structures follow.
SMILES	FAS TE block	Rpn11 inh	MT1-MMP act inh	NadD block	PABP1 MLLE inh	Rin1-Abl PPI inh	SKN-1 inh	CSN deneddyl inh	Neddyl block
Cc1ccc(CNC(=O)C2CCCN(C(=O)N(C)C)C2)cc1 (centres undefined)	-3.2	i	3.0	-6.1	-5.5	0.1	-3.1	-3.7	i
O=C1c2ccccc2C(=O)N1CCCCSc1nc2ccccc2c(=O)n1CCCN1CCOCC1	6.7	i	-3.8	-11.5	-2.6	-0.2	4.8	-8.2	i
COc1ccc(-c2nc(C#N)c(NC(C)C)o2)cc1	6.3	i	3.8	-3.1	-9.0	2.5	1.5	7.9	nt
COc1cc(NS(=O)(=O)c2ccc(NC(=S)NC(=O)c3sc4ccccc4c3Cl)cc2)nc(OC)n1	-3.5	i	1.1	9.5	48.0*	-14.6	-9.6	1.6	i
CSCC[C@H](NC(=O)CCCn1nnc2ccccc2c1=O)C(=O)O	-6.8	i	-10.1	-6.6	-10.6	-0.9	-2.5	5.9	i
CC(=O)Nc1ccc(NC(=O)C2CC(=O)N=C(N)S2)cc1 (centres undefined)	-1.1	i	1.9	-9.2	1.3	4.0	2.7	-2.9	i
COC(=O)c1ccccc1NC(=O)c1ccc(NC(=O)C2CCCO2)cc1 (centres undefined)	-2.3	i	-4.2	-9.2	6.0	-0.7	-0.4	-2.1	i
COC(=O)c1c(C)[nH]c(C(=O)C(C)OC(=O)C2CC(=O)N(CCc3ccccc3)C2)c1C (centres undefined)	-8.0	i	0.8	-2.4	2.1	2.6	4.3	3.5	i
CCCCC(=O)N(C)c1c(CC)nc2c(OCC(=O)c3ccc(Cl)cc3Cl)cccn12	1.3	i	-8.0	9.3	-11.0	-2.2	5.0	3.4	i
CC1c2nc3ccccc3n2C(CC(=O)NC2CC2)C(=O)N1Cc1ccccc1 (centres undefined)	-1.2	i	-0.5	5.5	-9.5	0.1	0.8	0.9	i
O=C1CCCC2=C1C(c1ccccn1)Nc1ccc(C(=O)c3ccccc3)cc1N2 (centres undefined)	-13.7	i	3.6	1.3	4.5	1.2	-3.7	-1.6	i
Cc1ccc(C(=O)NC(=S)Nc2ccc(N3CCN(C(=O)c4ccco4)CC3)cc2)cc1	16.6	i	-3.6	2.5	40.4*	-1.1	20.0	-0.5	i
CCN(C[C@H]1N[C@@](CC)(C(=O)OC)[C@H]2C(=O)N(Cc3ccccc3)C(=O)[C@@H]12)C(=O)C1CCCCC1	-3.9	i	0.6	-0.8	20.6	-3.3	-14.9	-1.9	i
C[C@@H]1CCCCO[C@@H](CN(C)C(=O)Nc2ccccc2)[C@@H](C)CN([C@H](C)CO)C(=O)c2cc(N(C)C)ccc2O1	-4.8	i	1.0	4.5	-11.5	-2.4	17.2	9.1	i
COc1cc(Nc2nc(-c3ccccc3)c3cc(C)ccc3n2)cc(OC)c1OC	31.2	i	-1.2	-11.1	-0.7	0.1	20.4	-1.8	i
CCOC(=O)C1CCN(C(=O)c2ccc(OCC)c(OCC)c2)CC1	-6.9	i	-2.8	-2.6	-2.3	-2.4	0.5	-0.1	i
COc1ccc(-c2cc(-c3n[nH]c(=S)n3-c3cccc4ccccc34)[nH]n2)cc1	0.4	i	-5.5	25.8	-35.7	1.5	1.3	5.2	i
O=C(Cc1coc(-c2ccc(F)cc2)n1)N1CCOCC1	-4.7	i	0.6	-1.0	3.3	-2.5	16.9	-4.4	i
O=C(Nc1cccc(Cl)c1)C1C2C=CC3(O2)C1C(=O)N(CCCN1CCCCC1)C3C(=O)NC1CCCCC1 (centres undefined)	-4.3	i	4.5	-2.0	-14.4	1.2	16.2	-1.3	i
CCn1ncc(C(=O)Nc2ccc(F)cc2)c1C	-5.7	i	-0.5	-8.3	3.8	-3.7	0.4	2.6	i
COCCN(C(=S)Nc1ccc(Cl)cc1OC)C1CCN(C(C)=O)CC1	-0.1	i	6.3	-4.0	-16.7	-1.3	-5.1	-0.8	i
CC1CN(CC(=O)Nc2ccccc2Sc2ccccc2)CC(C)O1 (centres undefined)	9.1	i	-0.8	-1.8	-8.9	-1.1	2.4	3.0	i
Cc1onc(C(=O)NC(C)c2ccccc2)c1[N+](=O)[O-] (centres undefined)	-12.7	i	3.5	-2.4	5.8	1.1	-5.4	-3.7	i
COc1cccc(C(c2nnnn2-c2c(C)cccc2C)N2CCN(C/C=C/c3ccccc3)CC2)c1OC (centres undefined)	20.9	i	-6.5	2.5	9.7	2.5	-10.6	4.8	i
O=C(NCC(O)c1ccccc1)c1cccs1 (centres undefined)	-2.1	i	-6.0	-3.6	2.9	3.1	24.5	2.2	i
COc1ccc(C2N(c3cc(Cl)ccc3OC)C(=O)C3CCCN32)cc1 (centres undefined)	-0.5	i	6.1	-4.5	7.0	-1.9	17.0	2.2	i
CCN1CC=C2C(C#N)=C(N)C(C#N)(C#N)[C@H](c3cccc(OC)c3OC)[C@H]2C1	-19.8	i	-132.3	11.8	98.3	0.1	14.8	-23.7	i
COc1cccc(-n2c(Cc3cc(=O)[nH]c(=O)[nH]3)nnc2SCC(=O)N2CCCCCC2)c1	-4.8	i	-4.3	-1.3	18.2	-2.5	-6.3	-7.3	i
CCOP(=O)(NC(c1ccccc1)c1nc2ccccc2[nH]c1=O)OCC (centres undefined)	-4.1	i	-1.8	-0.9	7.1	-0.7	4.6	-2.1	i
CC(C)CN(C(=O)c1cc([N+](=O)[O-])cc([N+](=O)[O-])c1)C1CCS(=O)(=O)C1 (centres undefined)	-4.7	i	0.4	0.6	2.8	0.4	14.4	1.5	i
CCCCN(CCCC)CC1OCc2ccccc2CO1	-8.7	i	1.4	-6.7	-8.3	1.4	12.0	2.7	i
O=C(O)CCC(=O)Nc1ccccc1C(=O)N1CCN(c2ccc(Cl)cc2)CC1	-6.2	i	3.2	-0.1	-7.7	3.1	2.5	-0.8	i
O=C(/C=C/c1cccs1)c1cc(Cl)ccc1OC(=O)N1CCOCC1	-6.5	i	-12.5	-2.3	-7.9	-0.2	-11.8	6.9	i
CCOc1ccc(NC(=O)Cn2nnc(C(=O)NCc3ccc(OC)cc3)c2N)cc1	-4.1	i	2.2	7.6	11.3	5.7	3.8	4.2	i
C=CCNCCCOc1ccc(Cl)cc1Br	-10.8	i	2.6	-3.3	-5.4	1.0	8.2	-6.9	i
CN1C(=O)CC(N2CCN(CC(=O)N3CCCC3)CC2)C1=O (centres undefined)	-5.6	i	0.4	8.9	0.4	2.4	21.9	0.5	i
O=C(CN1CC(c2ccccc2)CC1=O)OCc1ccccc1F (centres undefined)	1.2	i	4.2	-3.8	11.9	-2.9	8.7	1.9	i
COc1ccc(NC(=O)CN(C)C(=O)c2ccc(-c3ccccc3Cl)o2)cc1	2.4	i	-5.7	-2.2	-9.9	-1.5	22.0	6.2	i
COc1ccc(CCNC(=O)COc2ccc3c(c2)OCO3)cc1	2.6	i	-0.3	-5.3	-4.6	4.5	-9.9	-3.5	i
Cn1c(SCC(=O)N2CCCC2)nc2ccccc21	-0.3	i	1.4	4.9	-5.9	1.4	-0.1	0.9	i

Assay outcomes as filed in PubChem.

This is a random part of the collection, and some 3.9% of all compounds hit somewhere here.
